XBP1 UPR activ: activators of adaptive XBP1 UPR arm, primary screen, cell-based, CHO-XBP1 luciferase reporter, luminescence, uHTS. IRE1-XBP1 UPR activation; percent of tunicamycin response, DMSO as zero. activation, % at 20 µM. 330,000 tested, 0.33% active. AID 463104, 2010;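 active = versus positive control, 20 µM dose yields 30% or more activation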;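 note: 100% = tunicamycin at 10 µg/mL and 0% = DMSO only wells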
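Signal: luciferase luminescence; Assay system: CHO-XBP1 luciferase reporter cells; Amount: one thousand reporter cells per well; Dosing: 20 µM single concentration, DMSO 1%; Benchmarks: high control tunicamycin 10 µg/mL final, low control DMSO vehicle only; Schedule: 6 h compound exposure at 37 °C, 5% CO2; Evaluation: percent activation relative to tunicamycin reference.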
TIM10 inh: growth inhibitors of isogenic TIM10 control yeast, primary screen, counter-screen for tim10-1 yeast inhibitor project, luminescence, uHTS. 330,000 tested, 1.4% active. inhibition, % at 10 µM. S. cerevisiae TIM10 strain growth, BacTiter-Glo luminescence, 24 h;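 active = inhibition of 40% or more at the single tested concentration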;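 note: wild-type TIM10 isogenic control strain grown at permissive 25 °C; 0% = DMSO yeast wells and 100% = minimal medium wells without yeast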
Mdm2 MdmX PPI: inhibitors of human Mdm2-MdmX association, primary screen, cell-based, luminescence, split luciferase, SaOS-2, uHTS; inhibition, % at 8 µM; SaOS-2 split-luciferase Mdm2/MdmX complementation; AID 485346, 2010; Protein Mdm4 (Homo sapiens) + E3 ubiquitin-protein ligase Mdm2 (Homo sapiens), …; 330,000 tested, 3% active;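 active = inhibition of at least 50% at 8 µM in the primary screen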
Target sequence (O15151 whole entry, looked up): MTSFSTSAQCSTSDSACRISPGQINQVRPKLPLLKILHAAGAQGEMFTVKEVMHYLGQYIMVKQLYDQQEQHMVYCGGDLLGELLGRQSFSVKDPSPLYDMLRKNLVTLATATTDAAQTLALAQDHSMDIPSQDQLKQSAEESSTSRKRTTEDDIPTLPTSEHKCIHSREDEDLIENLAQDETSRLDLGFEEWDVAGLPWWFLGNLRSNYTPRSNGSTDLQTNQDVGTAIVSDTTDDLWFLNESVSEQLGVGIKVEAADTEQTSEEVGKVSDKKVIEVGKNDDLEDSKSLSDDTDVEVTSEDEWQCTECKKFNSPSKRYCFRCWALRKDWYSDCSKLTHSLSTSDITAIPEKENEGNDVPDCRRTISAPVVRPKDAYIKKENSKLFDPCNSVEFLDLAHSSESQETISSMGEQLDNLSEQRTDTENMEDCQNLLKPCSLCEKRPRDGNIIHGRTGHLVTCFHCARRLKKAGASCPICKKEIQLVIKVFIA
Target sequence (Q00987 whole entry, looked up): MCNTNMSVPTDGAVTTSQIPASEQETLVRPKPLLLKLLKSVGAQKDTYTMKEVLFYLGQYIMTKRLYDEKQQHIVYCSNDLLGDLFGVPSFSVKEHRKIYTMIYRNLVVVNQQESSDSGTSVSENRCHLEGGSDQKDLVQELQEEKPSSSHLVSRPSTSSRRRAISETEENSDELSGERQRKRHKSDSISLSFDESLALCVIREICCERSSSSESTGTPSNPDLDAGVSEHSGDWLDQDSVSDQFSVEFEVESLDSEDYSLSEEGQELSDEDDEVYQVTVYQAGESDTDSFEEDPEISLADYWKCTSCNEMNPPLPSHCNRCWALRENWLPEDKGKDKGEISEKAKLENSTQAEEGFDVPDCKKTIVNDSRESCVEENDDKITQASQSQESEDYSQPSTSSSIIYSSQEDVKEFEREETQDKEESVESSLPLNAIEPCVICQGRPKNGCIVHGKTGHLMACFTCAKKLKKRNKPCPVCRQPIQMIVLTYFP
NLRP3 yeast inh: NALP3 inflammasome inhibitors in reconstituted yeast, primary screen, luminescence, uHTS; Yeast reconstituted NLRP3/ASC/caspase-1, beta-gal luminescence, 24 h; inhibition, % at 10 µM; 330,000 tested, 0.39% active; AID 2825, 2010;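 active = inhibition of 50% or more; inactive = inhibition below 50%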;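 note: plate controls were induced DMSO wells for no effect and uninduced yeast grown without galactose for full effect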
APJ agonist: agonists of human apelin receptor APJ, primary screen, CHO-K1 cells, PathHunter beta-arrestin, luminescence. 0% DMSO wells, 100% apelin. activation, % at 20 µM. 330,000 tested, 0.11% active. AID 2520, 2010;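 active = activation more than six SD over the plate average, tested at 20 µM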;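 note: 0% = DMSO alone and 100% = apelin-13 at 10 nM; some results filed as inactive read as strong as hits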
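Assay system: engineered CHO-K1 APJ arrestin reporter cells; Amount: 1000 CHO-K1 reporter cells seeded per well; Dosing: one dose, 20 µM compound, 1% DMSO; Times: compound stimulation 90 min at 25 °C, detection 60 min; Measured by: luminescent beta-gal fragment complementation, chemiluminescent substrate; Read-out: APJ–arrestin association signal; Controls: DMSO vs Apelin-13 10 nM.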
UPR CHOP act: activators of apoptotic CHOP UPR arm, primary screen, cell-based, CHO-CHOP luciferase reporter, luminescence, uHTS; UPR activation; percent of tunicamycin response over DMSO baseline; activation, % at 10 µM; AID 449763, 2010; 330,000 tested, 0.34% active;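 active = at 10 µM dose, activation of 40% or more, normalized to positive control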;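 note: 100% = tunicamycin at 10 µg/mL and 0% = DMSO alone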
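Assay system: CHO-CHOP cells, stable luciferase reporter of PERK-eIF2a-CHOP signalling / Buffer or medium: F12 plus 10% serum / Compound dosing: one dose, 10 µM in 0.5% DMSO / Times: 6 h compound treatment, 37 °C / Technique: luciferase luminescence / Read-out: % reporter activation, DMSO baseline versus tunicamycin full activation / Benchmarks: tunicamycin and DMSO controls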
tim10-1 inh: growth inhibitors of tim10-1 mutant yeast, primary screen, luminescence, uHTS; S. cerevisiae tim10-1 ts strain growth, BacTiter-Glo, 24 h; inhibition, % at 20 µM; 330,000 tested, 2.2% active;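 active = inhibition of at least 40%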;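 note: mutant grown at 25 °C; 0% = DMSO wells with yeast and 100% = wells holding no yeast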
tim23-1 inh: growth inhibitors of tim23-1 mutant yeast, primary screen, luminescence, uHTS | 330,000 tested, 1.3% active | S. cerevisiae tim23-1 growth, BacTiter-Glo luminescence, 24 h | inhibition, % at 20 µM;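 active = growth inhibition of the mutant yeast at or above 50%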;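 note: temperature-sensitive mutant grown at 25 °C; plate controls were DMSO-treated mutant yeast for no effect and medium wells lacking yeast for full effect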
NR3A LBD binder: binders of NR3A ligand-binding domain, primary screen, biophysical, differential scanning fluorimetry, uHTS; Glutamate receptor ionotropic, NMDA 3A (GRIN3A) ligand-binding domain; NR3A LBD differential scanning fluorimetry, Tm shift; 0% = protein alone, 100% = glycine-bound protein; Tm shift relative to glycine control, % at 25 µM; 340,000 tested, 2.5% active;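 active = melting temperature shift of at least 10% of the positive control shift, at one fixed dose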
Starred values were filed as active, the others as inactive; · = not tested or not shown. Compounds were not picked by outcome (roughly 8.2% active in at least one column).

SMILES	XBP1 UPR activ	TIM10 inh	Mdm2 MdmX PPI	NLRP3 yeast inh	APJ agonist	UPR CHOP act	tim10-1 inh	tim23-1 inh	NR3A LBD binder
COc1ccc(/C=C2\Oc3cc(OCC(=O)N4CCC(C(=O)O)CC4)ccc3C2=O)c(OC)c1	-1	3	8	16	-3	-1.2	11	5	0
CCN(CC)S(=O)(=O)c1cccc(-c2nnc(SCCOc3ccccc3)o2)c1	5	-3	24	2	-7	-0.3	7	24	6
Cn1cc(/C=C2\SC(=O)N(c3ccccc3)C2=O)c2ccccc21	3	-2	21	23	-2	6.7	34	14	2
O=Cc1ccc(Oc2cnccn2)cc1	-2	-2	2	7	2	-1.9	5	10	-9
c1cncc(CNc2cccc(-c3nc4ccccc4[nH]3)c2)c1	2	18	-35	8	2	7.7	-3	5	-2
COc1cccc(/C=N/NC(=O)C(=O)Nc2ccccc2OC(F)(F)C(F)F)c1O	-3	45*	62*	17	1	-0.1	-2	54*	-3
COC(=O)c1ccc(NC(=O)CCS(=O)(=O)c2ccc(C)cc2)cc1	-5	-10	-6	5	0	-1.6	21	9	7
CCN1CCN(C(=O)C2=C(C(=O)O)CCCC2)CC1	1	2	4	7	3	-0.1	7	14	-2
COc1ccccc1NCC(=O)N/N=C/c1sccc1C	-2	15	16	21	-2	2.4	4	5	-4
COc1cccc(CNC(=O)c2ccc(CS(=O)(=O)Cc3ccc(C)cc3)o2)c1	2	14	-6	3	1	-0.6	11	11	-4
CC1(c2nnc(-c3ccc(F)cc3)o2)CC(c2ccccc2)=NO1 (stereo unspecified)	0	-29	-10	43	10	2.7	-18	3	-1
COc1ccc(CCC(=O)Nc2nc(-c3ccncc3)cs2)cc1	-2	-25	27	9	5	3.2	20	12	·
Cc1ccccc1NC(=O)c1ccc(N/N=C/c2ccccc2O)c([N+](=O)[O-])c1	45*	2	74*	5	5	48*	5	15	-2
NC(=O)CC(NC(=O)Cc1cccc2ccccc12)c1ccc(NCCN2CCCC2)c([N+](=O)[O-])c1 (stereo unspecified)	0	-1	-12	0	2	-1.1	-11	-10	1
Cc1ccc(C)c(NC(=O)COC(=O)c2ccc3ccccc3n2)c1	0	-3	11	14	-2	-1.4	9	21	-2
CCCSc1nsc(NC(=O)c2cccnc2OCC)n1	-2	16	18	6	-3	0.5	13	34	3
COc1cc(C2Nn3c(nnc3-c3ccccc3OC)S2)ccc1O (stereo unspecified)	-1	7	5	9	4	-1.8	-5	8	0
N#Cc1ccc(OCC(=O)Nc2cc(S(=O)(=O)N3CCOCC3)ccc2N2CCOCC2)cc1	3	-24	-2	1	1	1.4	-2	-8	-1
O=C(O)CCCCCn1c(O)c(C=C2N=c3ccccc3=N2)sc1=S	0	10	-21	7	0	-2.4	6	5	-5
N#Cc1ccccc1Sc1ccccc1C(=O)Nc1ccc2ccccc2c1	0	27	-9	9	-2	-1.1	26	17	1

Filtered by structure, those above with two or more sulfur atoms
SMILES	XBP1 UPR activ	TIM10 inh	Mdm2 MdmX PPI	NLRP3 yeast inh	APJ agonist	UPR CHOP act	tim10-1 inh	tim23-1 inh	NR3A LBD binder
CCN(CC)S(=O)(=O)c1cccc(-c2nnc(SCCOc3ccccc3)o2)c1	5	-3	24	2	-7	-0.3	7	24	6
CCCSc1nsc(NC(=O)c2cccnc2OCC)n1	-2	16	18	6	-3	0.5	13	34	3
O=C(O)CCCCCn1c(O)c(C=C2N=c3ccccc3=N2)sc1=S	0	10	-21	7	0	-2.4	6	5	-5

Later entries:
SMILES	XBP1 UPR activ	TIM10 inh	Mdm2 MdmX PPI	NLRP3 yeast inh	APJ agonist	UPR CHOP act	tim10-1 inh	tim23-1 inh	NR3A LBD binder
CC(OC(=O)CCN=C1NS(=O)(=O)c2ccccc21)C(=O)c1ccccc1 (stereo unspecified)	3	-15	0	16	1	-0.5	-9	-10	-2
Cc1ccc2ccccc2[n+]1CCCS(=O)(=O)[O-]	-2	-10	-41	11	-1	3.8	1	7	2
CC(C)(C)c1cc(/C=N/NC(=O)C[n+]2ccccc2)cc(C(C)(C)C)c1O	-5	1	7	-11	-1	-0.9	13	19	4
CCCC(=O)Nc1c2c(nn1-c1ccc(F)cc1)CS(=O)(=O)C2	-1	-8	13	14	-2	0.3	-7	6	1
Cc1csc2nc(SCC(=O)Nc3ccccc3F)[nH]c(=O)c12	0	-6	48	22	1	1.2	-33	4	2
COc1ccc(N2CCN(CCCNC(=O)CCCn3c(=O)[nH]c4ccsc4c3=O)CC2)cc1	-1	2	-20	11	-3	-1.3	10	10	2
O=C(c1ccccc1)N1CCN(Cc2c[nH]c3ccccc23)CC1	1	3	-14	-4	-4	1.0	11	5	1
c1ccc2c(c1)nc(N1CCOCC1)c1c3ccccc3[nH]c21	5	49*	-4	25	0	0.5	40*	44	-11
Cc1nn(C)c(C)c1CN(C)C(=O)CCCC(=O)O	1	-5	0	12	4	-2.2	10	7	3
CN1CC(=O)N(CC(=O)Nc2ccc(N3CCOCC3)cc2)C1=O	0	13	-16	-3	-6	0.5	-15	-11	-1
COc1ccccc1CNCc1ccc(OC)c(OC)c1OC	-2	4	20	-8	-4	1.8	12	15	-1
O=C(NC(=S)Nc1ccc2oc(=O)ccc2c1)c1cccc(F)c1	-1	-15	31	18	-9	4.3	-2	-15	3
Cc1ccc(CNC(=O)Cn2cnc3cc([N+](=O)[O-])ccc3c2=O)cc1	1	2	-9	2	4	-1.4	-10	-5	-3
COCCSc1nc(N)c(NC(=O)c2ccc(OC)cc2)c(=O)[nH]1	-4	-4	-1	-1	0	-0.2	-4	11	-1
COc1ccc(/C=N/NC(N)=S)cc1OC(=O)c1ccccc1	6	31	1	-4	-2	4.7	28	13	1
CC(=O)c1ccc(N(CC(=O)NC2CCCC2)C(=O)CNC(=O)c2cccs2)cc1	1	-2	-5	11	-1	1.8	15	14	-5
Cc1cc(NC(=O)CCc2ccc(-c3ccccc3)o2)no1	-2	14	-2	27	-2	-0.1	6	16	1
O=C(Cn1ccc2cc(S(=O)(=O)N3CCCC3)ccc21)NCc1ccco1	-4	6	15	13	-5	-0.5	1	-6	-3
CCOC(=O)c1nn(-c2ccc(Cl)cc2)c2nc(Nc3ccccc3)cc(=O)n12	4	27	-36	12	-3	-2.3	33	34	-3
Cc1cccc(Sc2nc(-c3ccccc3)ccc2C#N)c1	-4	1	-15	-6	-2	1.9	-1	-13	-9

Compounds from the list above that have a cyano group:
SMILES	XBP1 UPR activ	TIM10 inh	Mdm2 MdmX PPI	NLRP3 yeast inh	APJ agonist	UPR CHOP act	tim10-1 inh	tim23-1 inh	NR3A LBD binder
N#Cc1ccc(OCC(=O)Nc2cc(S(=O)(=O)N3CCOCC3)ccc2N2CCOCC2)cc1	3	-24	-2	1	1	1.4	-2	-8	-1
N#Cc1ccccc1Sc1ccccc1C(=O)Nc1ccc2ccccc2c1	0	27	-9	9	-2	-1.1	26	17	1
Cc1cccc(Sc2nc(-c3ccccc3)ccc2C#N)c1	-4	1	-15	-6	-2	1.9	-1	-13	-9

(more compounds)
SMILES	XBP1 UPR activ	TIM10 inh	Mdm2 MdmX PPI	NLRP3 yeast inh	APJ agonist	UPR CHOP act	tim10-1 inh	tim23-1 inh	NR3A LBD binder
COc1ccc(CNC(=O)COC(=O)CCN2C(=O)C3CC=CCC3C2=O)cc1OC (stereo unspecified)	1	-10	19	8	-1	-1.7	0	3	-3
O=C(Nc1ccc(OC(F)(F)F)cc1)Oc1ccccc1N1CCOCC1	0	17	-1	17	3	1.5	16	-3	3
Cc1cccc(NC(=O)c2cc3c(=O)n4ccccc4nc3s2)c1	3	-19	7	24	0	4.0	8	-11	0
O=C(N/N=C/c1ccc(Cl)cc1Cl)C(=O)NC1CC1	3	8	14	8	-5	4.5	4	0	7

Single values from the results shown:
APJ agonist result of CC(OC(=O)CCN=C1NS(=O)(=O)c2ccccc21)C(=O)c1ccccc1 (stereo unspecified) : 1
NLRP3 yeast inh result of c1cncc(CNc2cccc(-c3nc4ccccc4[nH]3)c2)c1 : 8
Mdm2 MdmX PPI result of Cc1cccc(NC(=O)c2cc3c(=O)n4ccccc4nc3s2)c1 : 7
NR3A LBD binder result of CC(=O)c1ccc(N(CC(=O)NC2CCCC2)C(=O)CNC(=O)c2cccs2)cc1 : -5
NR3A LBD binder result of O=C(O)CCCCCn1c(O)c(C=C2N=c3ccccc3=N2)sc1=S : -5

Bioassay records deposited in PubChem BioAssay by Sanford-Burnham Center for Chemical Genomics.
